# High-throughput results (PubChem)
# TRHR agonist: TRH receptor (human) agonism; P34981; TRHR cells, calcium flux fluo-8, FDSS agonist mode; activation, % at 2 µM; 360,000 tested, 0.18% active; further: 0% is about no effect
# Target sequence (P34981 whole entry, looked up): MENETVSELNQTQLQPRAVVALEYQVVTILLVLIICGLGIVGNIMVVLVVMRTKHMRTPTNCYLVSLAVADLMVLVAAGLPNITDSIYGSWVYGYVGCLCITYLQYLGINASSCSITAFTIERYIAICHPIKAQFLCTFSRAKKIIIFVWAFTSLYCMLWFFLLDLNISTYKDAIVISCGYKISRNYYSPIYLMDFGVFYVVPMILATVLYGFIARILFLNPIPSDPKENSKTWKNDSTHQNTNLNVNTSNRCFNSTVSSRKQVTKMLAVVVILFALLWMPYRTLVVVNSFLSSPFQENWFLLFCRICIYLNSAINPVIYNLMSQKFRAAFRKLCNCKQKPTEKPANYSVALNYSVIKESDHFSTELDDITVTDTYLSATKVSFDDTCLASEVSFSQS
#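 TRHR-expressing cells, plated overnight in medium with 10% serum, were loaded with fluo-8 calcium dye at room temperature. After a 10 s baseline, library compound was pin-added and calcium release was recorded kinetically (ex 480/em 530) as agonist response.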
# RXFP1 antagonist: antagonists of human relaxin receptor RXFP1; HEK293-RXFP1, relaxin-stimulated cAMP HTRF, 30 min; hits give low values; activity change, negative = inhibition, % at 57.5 µM; 350,000 tested, 0.59% active; Q9HBX9;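 active means activity change of -60% or lower, but not beyond a set lower limit; inconclusive means change between -60% and -40%, or beyond the set limit; inactive means change above -40%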; further: on the % scale 0 is the no-effect control and ±100 the full control effect
# D1 ag: activates the human D1 dopamine receptor. P21728. HEK293 T-REx D1 cells, calcium flux, agonist mode. activation, % at 2 µM. 360,000 tested, 1% active. AID 504660; further: 0% is about no effect
#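 Tetracycline-induced HEK293 TREx D1 cells, force-coupled to calcium signalling, were dye-loaded with a no-wash calcium kit. Compound was pin-added after a 10 s baseline. Fluorescence was read kinetically at 1 cycle/s for 180 s, with calcium rises flagged as agonism.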
# D2 agonist: D2 dopamine receptor (human) agonism; P14416; HEK293 T-REx D2 cells, calcium flux agonist mode; activation, % at 2 µM; 340,000 tested, 0.53% active;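 active means activation over 3 SD above normal in the single-dose calcium agonist read, cut at about 30% in these data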; further: 0% is about no effect
# Target sequence (P14416 whole entry, looked up): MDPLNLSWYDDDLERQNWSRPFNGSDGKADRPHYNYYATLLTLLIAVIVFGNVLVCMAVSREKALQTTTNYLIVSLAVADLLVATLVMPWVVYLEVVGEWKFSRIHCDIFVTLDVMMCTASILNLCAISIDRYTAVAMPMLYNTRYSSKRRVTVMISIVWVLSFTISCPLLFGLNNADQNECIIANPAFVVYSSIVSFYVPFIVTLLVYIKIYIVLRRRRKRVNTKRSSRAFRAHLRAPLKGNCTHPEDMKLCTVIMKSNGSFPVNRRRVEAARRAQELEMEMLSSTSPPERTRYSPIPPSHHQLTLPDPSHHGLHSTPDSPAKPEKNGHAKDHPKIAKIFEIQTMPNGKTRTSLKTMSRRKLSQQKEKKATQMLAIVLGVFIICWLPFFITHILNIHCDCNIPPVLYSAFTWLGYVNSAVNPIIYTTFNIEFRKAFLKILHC
#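 Tetracycline-induced HEK293 Trex cells with D2 receptor force-coupled to calcium signaling, plated overnight at 30 C and loaded with no-wash calcium dye. Calcium flux read kinetically for 180 s after compound addition; responses flag agonists.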
# D1 PAM: enhances dopamine response at the human D1 receptor; P21728; potentiation, % at 10 µM; HEK293 TREx D1 cells, calcium flux, dopamine EC20 potentiation; 360,000 tested, 0.036% active; in the data active means potentiation above about 30%; further: 0% is about no effect
# TRHR enhancer: TRH receptor (human) allosteric enhancement; TRHR cells, fluo-8 calcium fluorescence, EC20 TRH enhancement; enhancement, % at 2 µM; 360,000 tested, 0.66% active; AID 493056; in the data active means enhancement above about 30%; further: 0% is about no effect
#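 TRHR-expressing cells loaded with fluo-8 calcium dye were read kinetically (ex 480/em 530) during compound addition, then stimulated with an EC20 of TRH (10 nM final). Enhancement of the Gq-mediated intracellular calcium response was scored.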
# D1 antag: antagonists of human D1 dopamine receptor; activity change, negative = inhibition, % at 10 µM; P21728; HEK293 TREx D1 cells, calcium flux, dopamine EC80; hits give low values; 360,000 tested, 3.2% active; in the data active means activity change below about -30%; further: on the % scale 0 is the no-effect control and ±100 the full control effect
#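 Tetracycline-induced HEK293 Trex D1 cells, force-coupled to calcium, dye-loaded; compounds added and read 180 s, then EC80 dopamine added and calcium flux tracked kinetically another 180 s.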
# D2 potentiator: D2 dopamine receptor (human) potentiation | P14416 | HEK293 T-REx D2, calcium flux, EC20 dopamine potentiation | potentiation, % at 10 µM | 340,000 tested, 0.34% active | AID 485347;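 active means potentiation over 3 SD above the plate norm, cut at about 30% in these data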; further: 0% is about no effect
#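 Primary screen. Calcium kinetics in induced HEK293 T-REx D2 cells: compound pre-addition 180 s, EC20 dopamine, 180 s more.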
# D2 antagonist: antagonists of human D2 dopamine receptor; P14416; inhibition, % at 10 µM; 340,000 tested, 2% active; HEK293 TREx D2 cells, calcium flux, dopamine EC80; AID 485344; in the data active means inhibition above about 30%; further: 0% is about no effect
#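 Dopamine at EC80 is the agonist stimulus; test compounds precede it by 180 s. Calcium flux read kinetically in a force-coupled, inducible HEK293 T-REx D2 cell line.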
# Starred values were filed as active, the others as inactive; u = inconclusive; x = not tested or not shown; & = joins results of further samples. Unless noted, no stated cut-off is given here; in the data, active means activation above about 30%; inactive means the rest. Random draw from the library; 7.3% or so of the library scored in one or more.
mol,RXFP1 antagonist,D1 PAM,D2 antagonist,D2 agonist,TRHR enhancer,D1 antag,D2 potentiator,D1 ag,TRHR agonist
CC(C)CCOc1ccc(C(=O)NCC2OCCc3ccccc32)cc1 (stereo unspecified),-1,-3,x,-1.7,-6,-2,-4,12,-0.5
CCOC(=O)C1CCN(c2csc3ccc(C)cc3c2=O)CC1,-4,1,x,-0.6,-7,6,15,3,0.2
COc1cccc(O)c1CN1CCC(n2nccc2NC(=O)c2ccc3c(c2)OCO3)CC1,-12,-5,3,0.1,-5,3,-2,2,0.4
Cc1nc(NCCc2ccccc2)c(C#N)c(C)c1[N+](=O)[O-],-33,-6,17,-0.6,5,2,6,19,-0.9
O=C(N/N=C1\CC2CC=CC12)c1ccc(COc2ccccc2)cc1 (stereo unspecified),5,2,-10,-0.6,-4,-27,-17,8,-0.8
CC(C)(C)NC(=O)C1N(c2cccnc2)C(=O)C2C(C(=O)Nc3ccccc3)C3(C)C=CC21O3 (stereo unspecified),8,0,24,0.8,2,9,-3,2,0.6
CCCSc1nn2c(=O)c3ccccc3nc2s1,12,-2,3,-0.6,-2,2,-1,0,-0.8
COc1ccc(NC(=O)Nc2ccccc2C(=O)N2CCCC2)cc1,-2,-4,-14,-0.9,4,-5,1,2,-0.1
CCN(CC)C(=O)c1cnn(-c2ccccc2)c1NC(=O)c1cccs1,-2,2,-1,-1.3,-4,-1,-5,1,0.3
Cc1noc(/C=C/c2cccs2)c1S(=O)(=O)N1CCC(C(=O)Nc2ccc(F)c(Cl)c2)CC1,5,2,x,0.5,-1,-19,-8,6,1.6
COc1ccc(C)cc1NC(=O)C(NC(=O)c1cc(OC)c(OC)c(OC)c1)C(C)C (stereo unspecified),-7,-4,17,1.4,6,10,-3,0,-0.1
CC(C#N)N1CCN(S(=O)(=O)c2ccc3c(c2)CCC3)CC1 (stereo unspecified),0,-4,17,-0.6,5,-7,2,0,0.0
O=C(CSc1nnnn1-c1ccccc1)NCc1cccs1,2,5,-15,0.0,5,-7,1,1,0.2
CCNC(=O)COc1ccc(OCc2ccccc2)cc1,-20,-8,9,-0.3,-3,-10,10,14,-0.1
Cc1ccc(S(=O)(=O)NCc2ccccc2)cc1C(=O)NCC1CCCO1 (stereo unspecified),-4,-4,8,0.6,3,6,-3,1,-0.1
CCN(CC)C(=O)c1ccc(-c2nnc(Nc3cccc(O)c3)c3ccccc23)cc1,7,-3,16,0.3,1,7,-6,0,-0.5
CCCN(CCC)CCCNC(=O)c1cc2c(=O)[nH]c3ccccc3c2n1C,1,0&2,-2,0.7&0.2,0&2,20&-3,2&27,1&1,0.7&1.0
COc1ccc(C(NC(=O)c2ccccc2F)NC(=O)c2ccccc2F)cc1,11,-6,4,-0.2,-1,-23,1,2,0.0
O=C(/C=C/c1c(F)cccc1Cl)NCCCN1CCOCC1,5,0,2,0.4,2,-22,-3,2,0.2
Cc1ccc(C(=O)NCC(=O)OC(C)C(=O)Nc2ccc(N(C)C)cc2)cc1C (stereo unspecified),-12,-4,10,-0.4,-1,-22,-2,-1,-1.8

# Looked up above.
# D1 ag, CCCSc1nn2c(=O)c3ccccc3nc2s1 reads 0
# RXFP1 antagonist, CCN(CC)C(=O)c1cnn(-c2ccccc2)c1NC(=O)c1cccs1 reads -2

# Part of the list above, with values under each structure:
# Each structure is followed by: RXFP1 antagonist | D1 PAM | D2 antagonist | D2 agonist | TRHR enhancer | D1 antag | D2 potentiator | D1 ag | TRHR agonist
CC(C#N)N1CCN(S(=O)(=O)c2ccc3c(c2)CCC3)CC1 (stereo unspecified)
  0 | -4 | 17 | -0.6 | 5 | -7 | 2 | 0 | 0.0
O=C(CSc1nnnn1-c1ccccc1)NCc1cccs1
  2 | 5 | -15 | 0.0 | 5 | -7 | 1 | 1 | 0.2

# (cont.)
mol,RXFP1 antagonist,D1 PAM,D2 antagonist,D2 agonist,TRHR enhancer,D1 antag,D2 potentiator,D1 ag,TRHR agonist
O=C(Cn1c(=O)n(-c2ccc(F)cc2)c(=O)c2sccc21)N1CCCC1,1,-4,-25,0.7,-3,-14,11,2,0.1
COC(=O)c1sc(N)c(C(=O)OC)c1CSc1nnnn1C,8,3,15,0.0,0,-7,-7,1,-0.6
O=[N+]([O-])c1cc2c(cc1/C=N/Nc1nc(N3CCCC3)nc(N3CCCC3)n1)OCO2,-24,13,-8,-1.1,-2,0,12,3,-0.1
Nc1cccnc1Sc1cc(Cl)c(Cl)cc1Cl,-6,4,-15,0.4,-1,3,0,0,0.5
COc1ccccc1C1c2ccc3ccccc3c2Oc2ncn(CCCO)c(=N)c21 (stereo unspecified),-3,-4,-25,-0.5,0,2,17,5,-0.5
Cn1cccc1C(C#N)c1ccccc1C#N (stereo unspecified),-12,-4,16,1.1,-5,-11,-7,4,0.1
Cc1cccc(NC(=O)NCC(c2cccnc2)N2CCOCC2)c1 (stereo unspecified),-7,11,11,x,-1,-1,-2,1,-0.9
Cc1ccc(NC(=O)Cn2c(C)cc(C)c(C#N)c2=O)c(Cl)c1,-6,-4,3,-1.3,-5,-11,-8,3,0.5
COc1cc(OC)cc(C(=O)OCCCOC(=O)c2cc(OC)cc(OC)c2)c1,6,-8,-2,-0.4,25,-5,20,5,0.8
Nc1c(-c2ccccc2)cnn1-c1cccc(Cl)c1,-15,-3,-5,0.7,0,12,6,2,-0.3
CC1(C)CC(=O)C(Sc2nnc(-c3ccc(NS(C)(=O)=O)cc3)n2Cc2ccco2)C(=O)C1,3,4,-19,0.6,3,52,12,4,0.4
CC(C)=CCN1CCN(Cc2cccn2-c2nccs2)CC1CCO (stereo unspecified),-5,-3,x,x,1,7,-1,2,-0.5
CCCN1CCC(NC(=O)CCc2nnc(-c3ccccc3)o2)CC1,-2,2,5,0.8,-4,-1,-6,1,-0.4
O=C1N=c2ccc(Br)cc2=C1c1sc(=O)[nH]c1O,x,-11,x,x,-4,34,x,2,-0.7
CCN(CC)CCNCc1ccc(-c2ccc(Cl)cc2)o1,-4,-4,33*,0.5,-5,5,-24,11,1.8
Cc1nc2cccc(C(=O)Oc3ccc([N+](=O)[O-])cc3)c2o1,15,-5,10,-0.6,1,-4,28,3,-0.2
O=C(CCC(=O)c1cccs1)NCc1ccncc1,-16,-4,-27,0.4,2,9,9,1,0.9
NC(=NC(=O)c1ccccc1)C1=C(O)CCC1=O,-34,0,-4,0.2,7,0,2,1,-0.2
O=C(c1sc2ccccc2c1Cl)N1CCN(c2ncccn2)CC1,-26,2,13,1.5,2,-7,2,2,-0.2
OC1C2CN3CCN(C2)CC1(Cc1ccccc1)C3 (stereo unspecified),-8,-4,-3,0.4,2,-5,7,2,-0.2

# An excerpt from above, limited to D1 PAM, D1 ag and D1 antag:
Structure	D1 PAM	D1 ag	D1 antag
COc1ccccc1C1c2ccc3ccccc3c2Oc2ncn(CCCO)c(=N)c21 (stereo unspecified)	-4	5	2
OC1C2CN3CCN(C2)CC1(Cc1ccccc1)C3 (stereo unspecified)	-4	2	-5

# (continued)
mol,RXFP1 antagonist,D1 PAM,D2 antagonist,D2 agonist,TRHR enhancer,D1 antag,D2 potentiator,D1 ag,TRHR agonist
Cc1cccc(N2CCN(C(=O)C3CCN(S(=O)(=O)c4cn(C)cn4)CC3)CC2)c1C,3,-1,x,-0.3,0,8,2,0,-0.1
COc1ccc(C(=O)N/C(=C/c2cccc3ccccc23)C(=O)NCCc2c[nH]c3ccccc23)cc1OC,-17,3,21,0.1,6,-7,-1,1,-0.2
COc1ccc(C(=O)c2c(NC(C)=O)sc3c2CCN(C(=O)OC(C)(C)C)C3)cc1,-34,-2,5,0.5,4,-10,9,4,0.1
CC(=O)c1cccc(NCC(=O)Nc2cc(S(=O)(=O)N3CCCCC3)ccc2C)c1,-11,-1,x,x,4,13,0,-1,-0.1
COc1ccc(CNC(=O)Cn2c(=O)n(CCC(=O)N3CCCCC3)c(=O)c3sccc32)cc1,9,0,-3,-0.5,-3,13,3,-2,0.0
COc1ccc(N(C(=O)c2snc(C(N)=O)c2N)C(C(=O)NC2CCCC2)c2ccco2)cc1OC (stereo unspecified),-26,-3,4,1.0,3,7,-1,2,-1.2
COC(=O)C1C(=O)c2c(C)noc2CC1(C)C (stereo unspecified),10,0,-14,-0.5,11,10,17,10,-0.7
COc1ccccc1C(=O)Nc1ccc2c(c1)n(C)c(=O)n2C,0,0,14,-0.1,16,14,0,0,-0.1
C=CCN(CC=C)Cc1c(C)[nH]c2c(C)c(C)ccc2c1=O,0,-6,6,-0.2,45*,2,31*,2,-1.2
Cc1nn(C)c(C)c1S(=O)(=O)Nc1ccc2c(c1)OCO2,3,-2,-6,0.4,2,8,-1,1,0.1
COc1ccc(C(=O)C2CCCN(Cc3nc4ccccc4nc3C)C2)cc1OC (stereo unspecified),-2,-3,x,x,1,-11,x,0,-0.2
CCOC(=O)N1CCN(S(=O)(=O)c2ccc(C)cc2)C1,0,4,-17,-0.9,1,7,-4,0,-1.4
O=Cc1ccc(OCCOc2ccc([N+](=O)[O-])cc2)cc1,3,-1,9,0.0,-5,-6,-8,6,0.2
Fc1ccc(-n2ncc3c(NCCC4=CCCCC4)ncnc32)cc1,-13,-4,x,0.2,-7,5,0,6,0.7
CCCCC(O)(CCCC)C(=O)NN(C(=O)OC)c1ccccc1,15,-3,-2,0.5,-3,7,-1,-1,0.2
Cc1cc(C)c(C#N)c(Nc2ccc3c(c2)OCCO3)n1,x,-2,7,-0.5,5,-7,18,1,-0.2
Cc1cc[n+](CC(=O)c2cccs2)cc1,1,1,8,0.7,8,-7,9,0,0.6
Cc1cccc2sc(NC(=O)c3cccc(S(=O)(=O)N4CCc5ccccc54)c3)nc12,4,-12,x,x,5,13,x,-2,0.7
COC(=O)c1ccc(/C=N/Nc2nc(-c3ccc(Cl)cc3Cl)cs2)cc1,x,-5,6,1.2,-9,-10,-2,2,-0.2
O=C(NC(=S)Nc1ccc(O)cc1)c1ccccc1Cl,0,2,-8,-0.1,9,-9,-4,11,-0.8

# Next part.
mol,RXFP1 antagonist,D1 PAM,D2 antagonist,D2 agonist,TRHR enhancer,D1 antag,D2 potentiator,D1 ag,TRHR agonist
CCOc1cc(/C=N/NC(=O)c2ccc(CN3CCOCC3)cc2)ccc1OCc1ccccc1,x,5,9,-1.1,-1,9,14,1,-0.8
COC(=O)[C@@H]1C[C@H]2CC[C@H](O)C[C@H]2N1Cc1ccc(N2CCN(C)CC2)cc1,x,-1,-26,0.0,2,3,-10,5,0.6
CCC(=O)Nc1nc(C)c(C(=O)NC2CCCCC2)s1,-18,5,-5,0.7,0,2,-2,-1,0.5
Cc1ccc2cc(CN(Cc3ccco3)C(=S)NCC3CCCO3)c(=O)[nH]c2c1C (stereo unspecified),x,2,-11,-0.9,-3,1,-6,0,-1.8
Cc1cc2c(cc3c(SCc4ccc(Cl)cc4)nncn32)o1,u,-4,x,0.8,2,-17,3,0,0.5
Cc1ccc(C)c(C(C)NC(=O)C2CCCC2)c1 (stereo unspecified),8,-3,x,x,-5,-6,x,3,-1.3
Cc1nc2ccc(NC(=O)NCCCO)cc2s1,-6,1,1,0.4,7,19,4,1,0.5
COCCn1c(-c2cccs2)nc2nc3ccccc3nc21,-5,5,14,0.0,-2,-5,-7,1,0.0
